Imprint erasure: induces erasure of genomic imprints in mouse ES cells; mouse ES Peg3-LacZ reporter, beta-gal luminescence, 40 h; Potency, µM (highest dose often 60.7 µM), for the others: top-dose activity change, positive = activation, usual class: activators; 110,000 compounds, 0.02% hits;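 note: 0% = negative control wells on the plate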
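Each well holds 300 Peg3LacZ-Neo (maternal) female ES cells incubated 40 h at 37C, 5% CO2. LacZ is measured by BetaGlo luminescence, with AC50 and maximum efficacy derived from dose-response curves.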
IkB sig inh: IkB pathway inhibition in ABC-DLBCL cells | ABC-DLBCL IkBa-CBG/CBR dual luciferase ratio, 4 h; response scale: scaled: untreated 0%, proteasome inhibitor 100% | Potency, µM (titrated, usually from 57.1 µM), for inactives: top-dose IkBa stabilization activation | 110,000 compounds, 0.04% hits; active = well fitted curve in the direction sought with a large enough effect in the signal ratio, not every such curve was filed as active; inconclusive = small, poorly fitted or top-dose-only effect, or a change in a side signal; the % refers to the signal ratio;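 note: the direction sought is a rising ratio; 0% = basal untreated cells and 100% = reference inhibitor full response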
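In this assay, an IκBα–CBG68 fusion accumulates when IKK-driven degradation is blocked; native CBR normalizes for cell number. OCI-Ly3 cells were treated 4 h with compound and doxycycline, then green and red light read after Chroma-Glo addition.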
p53ts 39C tox: cytotoxicity in p53ts cells at nonpermissive temperature; H1299-p53A138V viability at 39C, ATP luminescence, 24 h; Potency, µM (titrated, usually from 46.1 µM), without a hit: at the highest dose activity change, negative = cell killing, hits mostly cytotoxic; 130,000 compounds, 1.5% hits; AID 902; note: nearly all actives have a fitted effect of over 55% in size
p53ts 32C kill: cytotoxicity in p53ts cells at permissive temperature; H1299-p53A138V at 32C, ATP luminescence viability, 24 h; Potency, µM (doses to about 46.1 µM), for inactives: top-dose activity change, negative = cytotoxicity, most hits filed as cytotoxic; 130,000 compounds, 0.93% hits; AID 924;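 note: 0% = DMSO and -100% = full killing by reference compound; nearly all actives have a fitted effect of over 55% in size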
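Viability by ATPlite luminescence after 24 h compound treatment (up to 46 uM) at the permissive 32C. Cells are H1299 carrying p53 A138V. Scale runs from DMSO basal to 100 uM tamoxifen as full kill; AC50 from Hill fits.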
The depositor's hits bear a star; ? = inconclusive; . = not tested or not shown; [ ] = another dose, or the depositor's remark. Unless noted, calls come from the whole dose curve; as a rule, active = well fitted curve in the direction sought with a large enough effect; inconclusive = small, poorly fitted or top-dose-only effect, or another doubt; inactive = no such curve, though single readings can be large; an effect the other way counts as inactive or inconclusive. Unless noted, % is set by controls: 0 for no effect and ±100 for the full control effect; potency is the fitted concentration of half-maximal effect.

1. CCC(C(=O)OCc1cc(=O)n2nc(C)sc2n1)c1ccccc1 (stereo unspecified)
2. CCCCn1c(N)c(N(CCC(C)C)C(=O)CSc2nnc3ccccn23)c(=O)[nH]c1=O
3. CN1C(=O)SC(Nc2ccc(F)cc2)C1=O (stereo unspecified)
4. COc1cccc(CNC(=O)CN2C(=O)CCc3cc(S(=O)(=O)N4CCOCC4)ccc32)c1
5. COc1ccc(CC(=O)Nc2ccc(-c3nc4ccccc4s3)c(C)c2)cc1
6. COc1cccc(CNC(=O)CN(c2ccc(C(C)C)cc2)S(=O)(=O)c2c(C)n[nH]c2C)c1
7. O=C(N1CCOCC1)N1CCN(CC(O)COc2ccc3ccccc3c2)CC1 (stereo unspecified)
8. CC(NC(=O)Nc1ccc(O)cc1)(C(F)(F)F)C(F)(F)F
9. COc1cc2c(cc1OC)C(c1ccc(F)cc1)N(c1cccc(C#N)c1)C(=O)C2 (stereo unspecified)
10. CC(=O)Nc1ccc(OC(F)(F)C(F)C(F)(F)F)c(NC(C)=O)c1 (stereo unspecified)

assay / entry	1	2	3	4	5	6	7	8	9	10
Imprint erasure	-8.2%[10.9 µM]	-8.1%	-14.0%	-7.7%[10.9 µM]	3.3%[10.9 µM]	17.9%[10.9 µM]	-14.8%	.	-6.1%[10.9 µM]	-4.2%
p53ts 32C kill	-4.9%	-0.1%	3.7%	-1.5%	-6.3%	13.1%	-8.9%	15.3%	6.1%	6.4%
IkB sig inh	-1.6%	-2.6%	0.3%	0.1%	-2.4%	?	1.2%	.	?	1.9%
p53ts 39C tox	-9.6%	1.0%	-5.6%	2.9%	-8.7%	11.7%	-0.8%	5.7%	0.3%	4.7%

11. CN(C)CCN1C(=O)C(=O)/C(=C(/O)c2ccc(S(=O)(=O)N3CCOCC3)cc2)C1c1ccccc1 (stereo unspecified)
12. Cc1ccc(Cn2c3ccccc3c3cnn(CC(=O)N4CCCCCC4)c(=O)c32)cc1
13. COc1ccc(CCNC(=O)C(=O)Nc2ccccc2F)cc1
14. Cc1cc(C)cc(NC(=O)CN2C(=O)CSc3ccc(S(=O)(=O)N(C)C)cc32)c1
15. O=C(CC1N=C2c3ccccc3N=C(SCC(=O)Nc3ccc(F)cc3)N2C1=O)NCc1cccs1 (stereo unspecified)
16. CCCC(=O)N1CCN(c2ccc(NC(=O)c3cc4ccccc4o3)cc2)CC1
17. CSc1ccc(C(=S)N2CCN(CCO)CC2)cc1
18. COc1cc(CNc2nc3ccccc3[nH]2)cc(OC)c1OC
19. O=C(CSc1nnc(C2CCCCC2)o1)N1CCCCC1
20. CCOC(=O)c1c(NC(=O)c2ccnn2C)sc(C)c1C

assay / entry	11	12	13	14	15	16	17	18	19	20
Imprint erasure	-4.1%	-8.9%[10.9 µM]	-5.5%[10.9 µM]	-7.7%[10.9 µM]	12.5%[10.9 µM]	1.6%	-13.5%	-4.9%	1.5%	.
p53ts 32C kill	3.6%	13.3%	4.7%	-5.0%	8.4%	10.3%	1.8%	-0.3%	-6.9%	14.2%
IkB sig inh	4.7%	?	2.9%	2.3%	3.7%	-0.6%	-1.1%	7.9%	-0.5%	.
p53ts 39C tox	3.4%	-9.7%	-20.8%	14.6%	-27.0%	16.5%	3.7%	6.7%	-4.3%	8.4%

21. CCOc1ccc(-c2nnc(-c3ccccc3)o2)cc1
22. CN(C)c1ncc2nc(-c3ccc(F)cc3)c(=O)n(C3CC3)c2n1
23. CCCC(=O)N1CCN(c2ccc(NC(=O)c3cc4ccccc4o3)cc2Cl)CC1
24. COCCOC(=O)C1=C(C)N=C2SCCC(=O)N2C1c1ccc(C(=O)OC)cc1 (stereo unspecified)
25. Nn1c(SCC(=O)NC(=O)NCc2ccccc2)nnc1C1CC1
26. Cc1cccc(NC(=O)C2CCCN(S(=O)(=O)c3c(C)nn(C)c3C)C2)n1 (stereo unspecified)
27. O=C(O)CCC(=O)N1CCc2cc(S(=O)(=O)Nc3ccc4c(c3)OCCO4)ccc21
28. Cc1cccn2cc(-c3ccc(S(=O)(=O)N4CCOCC4)cc3)nc12
29. O=C(NCc1ccco1)c1sc2cccc(F)c2c1Cl
30. CCc1ccccc1NC(=O)c1ccc(F)c(S(=O)(=O)NC2CCCCCC2)c1

assay / entry	21	22	23	24	25	26	27	28	29	30
Imprint erasure	.	.	-25.6%	.	3.6%	-10.2%	-10.4%	-27.6%	-25.1%	?
p53ts 32C kill	?	-0.9%	?	-3.7%	1.4%	-5.4%	-2.6%	-11.2%	1.9%	-11.3%
IkB sig inh	.	-3.5%[11.4 µM]	?	-2.5%	-1.1%	6.9%	4.9%	0.8%	0.4%	-0.2%
p53ts 39C tox	-12.2%	2.9%	15.8µM*	5.5%	0.8%	-4.5%	6.9%	-3.5%	-2.7%	-19.6%

31. COc1ccc(CCNC(=O)CSc2nc(N)c(C#N)c(-c3cccs3)c2C#N)cc1OC
32. CCC(C)Nc1nc2c(c(=O)[nH]c(=O)n2C)n1CCC(C)C (stereo unspecified)
33. Cc1ccc(-c2n[nH]c(=S)n2/N=C\c2ccco2)cc1
34. CCCCCCNC(=O)C(C#N)c1nc2ccccc2nc1N1CCOCC1 (stereo unspecified)
35. Cc1ccccc1OCCCC(=O)Nc1nccs1
36. Cc1cccc(-n2c(SCC(N)=O)nnc2-c2ccccn2)c1C
37. Cc1cc(N2CCN(S(=O)(=O)c3ccc4c(c3)OCCO4)CC2)n2ncnc2n1
38. COc1ccc(CNc2nc(SC)n[nH]2)cc1OC
39. CCOC(=O)c1c2n(c3ccc(O)cc13)CCCCC2
40. Cc1cnc(NC(=O)CSc2nnc(-c3ccncc3)n2C2CCCCC2)s1

assay / entry	31	32	33	34	35	36	37	38	39	40
Imprint erasure	-13.5%	-9.3%	.	-6.5%	-8.2%	9.6%	0.7%	22.5%	-10.0%	4.8%
p53ts 32C kill	6.3%	3.5%	-7.1%	4.0%	-6.5%	-2.8%	-5.8%	6.3%	0.3%	-3.2%
IkB sig inh	3.1%	0.4%	.	-0.4%	?	0.3%	-0.1%	-4.1%	-1.2%	-0.3%
p53ts 39C tox	4.2%	1.3%	-5.2%	-0.1%	-14.6%	-1.7%	1.0%	5.6%	-3.1%	-1.2%

Structures from the list above that contain a thiophene ring, fused or not, in the order listed:
15. O=C(CC1N=C2c3ccccc3N=C(SCC(=O)Nc3ccc(F)cc3)N2C1=O)NCc1cccs1 (stereo unspecified)
20. CCOC(=O)c1c(NC(=O)c2ccnn2C)sc(C)c1C
29. O=C(NCc1ccco1)c1sc2cccc(F)c2c1Cl
31. COc1ccc(CCNC(=O)CSc2nc(N)c(C#N)c(-c3cccs3)c2C#N)cc1OC

assay / entry	15	20	29	31
Imprint erasure	12.5%[10.9 µM]	.	-25.1%	-13.5%
p53ts 32C kill	8.4%	14.2%	1.9%	6.3%
IkB sig inh	3.7%	.	0.4%	3.1%
p53ts 39C tox	-27.0%	8.4%	-2.7%	4.2%

Next part.
41. COc1ccc(CNC(=O)C2CCN(c3nnc(-n4c(C)ccc4C)s3)CC2)c(OC)c1
42. COc1ccccc1CN1CC2(CCN(C(=O)c3cccc(F)c3)CC2)C1
43. Cc1ccc2nc(NC3=NCN(Cc4ccccc4)CN3)nc(C)c2c1
44. COc1ccc2c(c1)C1CC(C)(NC(=O)C1C(=O)c1ccccc1)O2 (stereo unspecified)
45. O=C(CCC1N=C2c3ccccc3N=C(SCc3ccc(F)cc3)N2C1=O)NCc1ccco1 (stereo unspecified)
46. Cc1ccccc1Nc1ncnc2c1c(-c1ccccc1)cn2-c1ccc(F)cc1
47. COc1ccc(S(=O)(=O)CCC(=O)N2c3ccccc3CC2C)cc1 (stereo unspecified)
48. COc1ccc(OC)c(S(=O)(=O)N2CCC(C(=O)N3CCN(Cc4ccccc4)CC3)CC2)c1
49. O=[N+]([O-])c1ccccc1CCO
50. COc1ccc(CC(=O)NC2CC(=O)N(c3cccc(F)c3)C2)cc1OC (stereo unspecified)

assay / entry	41	42	43	44	45	46	47	48	49	50
Imprint erasure	-9.5%[10.9 µM]	.	-22.5%	2.8%	-17.7%	-5.1%[10.9 µM]	-2.3%	-9.7%	9.0%	18.5%[10.9 µM]
p53ts 32C kill	-4.4%	-1.1%	-0.1%	1.6%	2.5%	4.0%	4.1%	6.8%	1.6%[1.84 µM]	-0.3%
IkB sig inh	?	-0.5%[11.4 µM]	3.1%	-1.8%	-0.9%	1.4%	0.8%	0.9%	-1.0%	?
p53ts 39C tox	-0.1%	6.2%	2.8%	-1.6%	-9.1%	-26.4%	6.9%	-4.0%	13.5%	-11.8%

Three entries already listed, sorted by count of non-hydrogen atoms, ascending.
42. COc1ccccc1CN1CC2(CCN(C(=O)c3cccc(F)c3)CC2)C1
46. Cc1ccccc1Nc1ncnc2c1c(-c1ccccc1)cn2-c1ccc(F)cc1
48. COc1ccc(OC)c(S(=O)(=O)N2CCC(C(=O)N3CCN(Cc4ccccc4)CC3)CC2)c1

assay / entry	42	46	48
Imprint erasure	.	-5.1%[10.9 µM]	-9.7%
p53ts 32C kill	-1.1%	4.0%	6.8%
IkB sig inh	-0.5%[11.4 µM]	1.4%	0.9%
p53ts 39C tox	6.2%	-26.4%	-4.0%

The listing continues:
51. COc1ccc(-n2c(N)c(Br)c(=O)[nH]c2=O)cc1
52. Cc1nc2cnc(Oc3cccc(Cl)c3)nc2n(Cc2ccc(F)cc2)c1=O
53. CCSc1nc2c([nH]c3ccccc32)c(=O)n1-c1cccc(OC)c1
54. CCOC(=O)C1CCN(C(=O)c2nn(-c3ccc(C)cc3)c(=O)c3c2c2ccccc2n3C)CC1
55. CCCNC(=O)c1ccc2c(c1)N=C(C)c1c(C)ccc(C)c1S2
56. Cc1ccc(S(=O)(=O)NCC(=O)N(CC(=O)NCc2ccco2)Cc2ccc3c(c2)OCO3)cc1
57. CCOC(=O)c1c(NC(=O)C(F)(OC)C(F)(F)F)sc(C(=O)N2CCCCC2)c1C (stereo unspecified)
58. COc1ccccc1CNC(=O)C(C)n1c(=O)cc(-c2ccccc2)c2c(C)nn(C)c21 (stereo unspecified)
59. COc1ncc2nc(-c3ccccc3)c(=O)n(C[C@H]3CCCO3)c2n1
60. COc1ccccc1NC(=O)CN1C(=O)CSc2ccc(S(=O)(=O)N3CCCC3)cc21

assay / entry	51	52	53	54	55	56	57	58	59	60
Imprint erasure	-6.7%	?	9.4%[10.9 µM]	-6.9%[10.9 µM]	-27.3%[10.9 µM]	7.2%	-20.8%	-2.0%[10.9 µM]	.	-3.1%[10.9 µM]
p53ts 32C kill	11.9%	9.3%	7.8%	5.6%	-25.5%	-6.2%	10.8%	5.8%	-1.4%	4.5%
IkB sig inh	-3.5%	1.1%[11.4 µM]	?	-1.6%	47.3%	6.5%	?	-3.1%	1.4%[11.4 µM]	0.4%
p53ts 39C tox	9.6%	-6.8%	?	4.3%	?	-1.2%	-16.8%	-3.4%	5.3%	17.0%

61. Cc1ccc(-c2nc3sc(CCNS(=O)(=O)c4cc(F)ccc4F)c(C)n3n2)cc1
62. CCOc1ccc(NC(=O)c2cnn3c2NC(c2cccc(OC)c2)=CC3c2ccccc2)cc1 (stereo unspecified)
63. COc1ccc(C2C(=O)N(C3CCCCC3)CC(=O)N2Cc2ccc3c(c2)OCO3)cc1 (stereo unspecified)
64. CC(C)CCn1cnc2c(cnn2-c2ccc(Cl)cc2)c1=O

assay / entry	61	62	63	64
Imprint erasure	-14.2%[10.9 µM]	-10.9%[10.9 µM]	-14.9%	-5.7%
p53ts 32C kill	-1.3%	-4.6%	-1.5%	-7.3%
IkB sig inh	-0.3%	?	0.4%	-2.1%
p53ts 39C tox	-3.1%	-25.4%	3.0%	-7.4%

Screening results: PubChem BioAssay, National Center for Advancing Translational Sciences (NCATS)
